RGS4-Gao reg: human RGS4-Galphao interaction regulation; P09471; Multiplexed bead flow cytometry, RGS4-Galphao binding; actives lie on both sides; binding response (% of control), % at 10 µM; actives 0.33% (n = 220,000); AID 1415; in the data active = binding response below about 49% or above about 150%; inactive = in between;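 note: fluorescent Galphao activated with aluminum fluoride binding bead-coupled RGS4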
Mcl1 Bid PPI: Mcl-1/Bid interaction inhibition | Q07820 | TR-FRET Mcl-1/Bid-Dy647 peptide binding, 1536-well | inhibition, % at 21.7 µM | actives 0.97% (n = 220,000);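 active = compounds that cut the binding signal by more than half at the single screening dose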;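 note: His-tagged Mcl-1 with europium anti-His antibody binding Bid BH3 peptide; 0% = Mcl-1 plus peptide wells and 100% = peptide-only wells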
Pf gamet viab: inhibitors of late stage P. falciparum gametocyte viability; P. falciparum stage V gametocytes, ATP luminescence, 24 h; inhibition, % at 10.9 µM; actives 0.065% (n = 150,000); AID 743093;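 active = inhibition above the mean plus 3 SD of compounds within the control limits, set per campaign, cut at about 38% in these data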;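 note: 0% = DMSO wells and 100% = medium only without gametocytes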
GSH fluor: GSH bead compound fluorescence profile. AID 1776. actives 0.25% (n = 190,000). fluorescence (KMESF) at 10 µM. GSH beads flow cytometry, compound fluorescence 488/530 nm; stronger effect = higher value; in the data active = fluorescence above about 89;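 note: glutathione beads carrying GST-tagged Bcl family fusion proteins plus one bare bead set; values are compound well signal with DMSO vehicle wells as background; inactives centre near 16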
ABCB1 inh: blocks JC-1 efflux by human ABCB1 transporter; CCRF-Adr cells, flow cytometry; P08183; actives 0.067% (n = 190,000); inhibition, % at 6.6 µM; in the data active = inhibition above about 40%;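 note: 0% = vehicle and 100% = reference inhibitor; higher value means more JC-1 retained so stronger ABCB1 efflux block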
ABCG2 block: blocks JC-1 efflux by human ABCG2 transporter | Q9UNQ0 | IgMXP3 cells, flow cytometry | inhibition, % at 6.6 µM | actives 0.1% (n = 190,000) | AID 1325;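 active = inhibition above 80%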;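 note: 0% = DMSO and 100% = nicardipine control wells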
Target sequence (Q9UNQ0 whole entry, looked up): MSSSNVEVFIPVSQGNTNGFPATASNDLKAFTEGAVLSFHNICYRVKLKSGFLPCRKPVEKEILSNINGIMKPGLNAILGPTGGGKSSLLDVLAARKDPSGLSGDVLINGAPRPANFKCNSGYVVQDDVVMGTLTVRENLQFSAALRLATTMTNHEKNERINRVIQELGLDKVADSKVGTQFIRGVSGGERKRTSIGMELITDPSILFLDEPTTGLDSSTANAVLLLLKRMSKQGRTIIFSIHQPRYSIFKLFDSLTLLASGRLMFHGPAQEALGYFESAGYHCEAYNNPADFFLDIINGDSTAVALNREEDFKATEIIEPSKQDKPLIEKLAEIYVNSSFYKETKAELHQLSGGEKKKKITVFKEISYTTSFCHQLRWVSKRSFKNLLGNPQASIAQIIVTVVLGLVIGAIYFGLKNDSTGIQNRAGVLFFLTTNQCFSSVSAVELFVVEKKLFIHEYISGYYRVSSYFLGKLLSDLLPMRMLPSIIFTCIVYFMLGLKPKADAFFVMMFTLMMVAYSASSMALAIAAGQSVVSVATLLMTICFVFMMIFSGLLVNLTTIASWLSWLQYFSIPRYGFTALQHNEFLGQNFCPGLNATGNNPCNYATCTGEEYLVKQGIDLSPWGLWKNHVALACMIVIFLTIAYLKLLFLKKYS
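Test system: IgMXP3 cells (ABCG2) mixed with DDAO far-red-labelled CCRF-Adr cells (ABCB1). Reagent: JC-1 transporter substrate. Compound dosing: single test compound dose, 6.6 µM final. Times: 10 min compound exposure, 25 °C. Detection: flow cytometry of retained JC-1 fluorescence. Read-out basis: efflux inhibition in percent versus controls. Controls: nicardipine and DMSO wells.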
Mcl1-Noxa inh: disrupts binding of human Mcl-1 to Noxa peptide | inhibition, % at 21.7 µM | actives 1.5% (n = 220,000) | Q07820 | TR-FRET Mcl-1/Noxa peptide binding, 2 h;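 active = compounds that cut the protein-peptide binding signal by more than 50% relative to plate controls in a single-dose test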;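 note: His-tagged Mcl-1 with rhodamine Noxa BH3 peptide and terbium anti-His antibody; 0% = Mcl-1 plus Noxa peptide wells and 100% = peptide-only wells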
Avidin bead fluor: compound fluoresces at 488/530 nm on avidin beads; compound fluorescence 488/530 nm, flow cytometry; stronger effect = higher value; actives 0.38% (n = 220,000); fluorescence (KMESF) at 10 µM; in the data active = fluorescence above about 47; note: inactives centre near 10
RGS7-Gao reg: modulates binding of RGS7 to human Galphao | P09471 | Multiplexed bead flow cytometry; actives lie on both sides | binding response (% of control), % at 10 µM | actives 0.35% (n = 220,000); in the data active = binding response below about 49% or above about 150%; inconclusive = no clear call, values can overlap the other calls; inactive = in between;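 note: fluorescent Galphao held in activated GDP-AlF4 state binding bead-coupled RGS7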
Bim-Mcl-1: inhibitors of Bim-Mcl-1 interaction, human; actives 0.1% (n = 190,000); Bead-based flow cytometry, Bim peptide-Mcl-1 binding; Q07820; inhibition, % at 10 µM; in the data active = inhibition above about 40%;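 note: 0% = no compound tracer wells and 100% = peptide blocker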
RGS8-Gao: modulates binding of RGS8 to human Galphao; P09471; multiplexed bead flow cytometry; actives lie on both sides; response (percent of control binding), % at 10 µM; actives 0.34% (n = 220,000); in the data active = response below about 60% or above about 140%; inactive = in between;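 note: Galphao activated as the GDP aluminium fluoride complex binding bead-coupled RGS8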
Numbers without * were called inactive; u = inconclusive; x = not tested or not shown; & = joins results of further samples.

Below each SMILES – RGS4-Gao reg	Mcl1 Bid PPI	Pf gamet viab	GSH fluor	ABCB1 inh	ABCG2 block	Mcl1-Noxa inh	Avidin bead fluor	RGS7-Gao reg	Bim-Mcl-1	RGS8-Gao
- COc1ccc(NC(=O)C2CSC(C)(C)N2C=O)cc1 (stereo unspecified)
  100	-5	0	15	-0.8	24	3	8	97	-5	98
- CCOC(=O)c1cccc(NC(=O)Nc2ccc3c(c2)C(=O)OC3)c1
  103	-29	-15	x	x	x	-36	6	u	x	100
- COc1ccc(C(=O)/C=C/c2ccc(N3CCCCC3)c([N+](=O)[O-])c2)cc1
  101	100*	x	11	1.8	32	8	10	101	-3	102
- Cc1nn(-c2ccc(C(=O)O)cc2)c(C)c1Oc1ccccc1O
  109	-6	x	33	-0.1	0	5	x	101	0	98
- O=C(Nc1ccccc1F)N(CCCN1CCOCC1)Cc1cc2cc3c(cc2[nH]c1=O)OCCO3
  95	-8	x	15	0.3	3	9	7	97	1	101
- Cc1cccc2nc(-c3cccc(NC(=O)c4ccc(Cl)cc4)c3)cn12
  78	-53	x	17	0.7	0	2	5	71	-2	82
- COC(=O)c1cccc(NC(=O)CC2NCCNC2=O)c1 (stereo unspecified)
  98	-6	4	x	x	x	8	6	u	x	98
- Cc1cc(NC(=O)COC(=O)C2CCC(=O)N2)c([N+](=O)[O-])cc1C (stereo unspecified)
  104	-6	-9	9	0.0	7	-3	10	101	-8	100
- O=C(CSCCO)Nc1ccc(C2CCCCC2)cc1
  93	-17	-9	24	-0.1	14	-1	27	93	-5	94
- CCN(c1ccc2c(c1)OCO2)S(=O)(=O)c1cc(Br)cc2c1N(C(=O)C1CC1)CC2
  84	3	12	9	2.1	6	13	2	89	13	98
- CCCCOc1ccc(CON(C(C)=O)C(C)=O)cc1Cl
  99	-9	-40	x	x	x	-11	5	u	x	99
- c1ccc(-c2ccc(-c3nc(-c4ccncc4)no3)cc2)cc1
  102	-13	x	9	0.0	1	17	9	100	1	104
- NC1=NC(=Nc2ccccc2)c2ccccc21
  95	-26	x	7	0.7	3	1	14	88	-4	100
- NS(=O)(=O)c1ccc(CCNC(=O)c2ccc3ccccc3n2)cc1
  95	-21	-2	11	0.7	4	16	11	u	0	98
- COc1cc(C(=O)NCc2ccccn2)ccc1OCc1c(C)noc1C
  106	1	-12	44	0.3	3	4	11	105	-1	104
- O=c1cc(CSc2nnc(COc3cccc4ccccc34)o2)c2ccccc2[nH]1
  100	-56	11	x	x	x	-2	11	u	x	103
- COc1ccccc1N1CCN(C(=O)CSc2ncnc3c2cnn3-c2ccc(C)c(C)c2)CC1
  95	-57	x	x	x	x	-6	9	u	x	97
- Cc1cc(C(=O)CN2CCC(C)CC2)c(C)n1-c1ccccc1F
  104	-34	x	12	-0.1	0	10	12	103	-1	102
- COc1ccc(N(C(=O)Cc2cccs2)C(C(=O)NC2CCCCC2)c2cccn2C)cc1 (stereo unspecified)
  97	-29	-11	32	-0.1	7	18	11	97	-3	96
- Cc1ccc(N(CC(=O)Nc2ccc(F)c(Cl)c2)S(=O)(=O)c2c(C)noc2C)cc1
  87	-1	x	3	0.7	3	10	12	90	-2	98
- C=CCOC(=O)C1=C(C)OC(N)=C(C#N)C1c1ccccc1F (stereo unspecified)
  102	-51	-37	57	-0.1	0	1	7	101	-2	103
- COc1ccc(CN(C(=O)CN2C(=O)C(C)Oc3ccccc32)C2CCCC2)c(OC)c1 (stereo unspecified)
  95	5	x	52	2.5	4	4	0	98	-3	94
- CCOC(=O)c1ccc(S(=O)(=O)NCCN(CC)CC)cc1
  104	-11	26	12	-0.1	0	10	11	107	-2	104
- CC(C)N1CCN(Cc2ccc(C#CCCO)cc2)CC1CCO (stereo unspecified)
  100	-30	-12	18	-2.1	-5	-17	11	95	-1	102
- COc1ccc(OCCNc2cc(N3CCCCC3)ccc2[N+](=O)[O-])cc1
  101	-6	x	30	0.9	3	9	19	102	-1	103
- COc1cc(/C=N/n2cnnc2)ccc1OCCSc1ccc(C)cc1
  96	6	x	13	0.8	5	-4	30	95	0	101
- O=C(Nc1ccc(F)cc1)NC1CCCCC1
  107	-22	x	27	-0.1	0	1	5	103	4	105
- CC[C@H](C)[C@H](NC(N)=O)C(=O)NCCc1ccc(OC)cc1
  93	-16	20	x	x	x	12	6	u	x	99
- COc1ccc(C2C(C#N)=C3NC(=O)c4c(sc5c4CCCCC5)N3C3=C2C(=O)CC(C)(C)C3)cc1 (stereo unspecified)
  101	-145	-27	8	1.6	1	-76	36	96	0	102
- NC(N)=NS(=O)(=O)c1ccc(N=C2C(=O)Nc3ccccc32)cc1
  119	-6	x	x	x	x	-9	21	u	x	103

Next section.
smiles | RGS4-Gao reg | Mcl1 Bid PPI | Pf gamet viab | GSH fluor | ABCB1 inh | ABCG2 block | Mcl1-Noxa inh | Avidin bead fluor | RGS7-Gao reg | Bim-Mcl-1 | RGS8-Gao
Clc1ccccc1CN1CCN(/N=C/C=C/c2ccco2)CC1 | 101 | -18 | -8 | x | x | x | 4 | 8 | u | x | 99
COc1ccc(Br)cc1CNC(=O)C1CCCN(c2nc3ccccc3o2)C1 (stereo unspecified) | 99 | 30 | 19 | 23 | 4.6 | 29 | -7 | 27 | 100 | -4 | 101
Cc1ccc(N2CC(C(=O)Nc3ccc4c(c3)OCCO4)CC2=O)cc1 (stereo unspecified) | 100 | -10 | 18 | 19 | 0.3 | 1 | -7 | 19 | 101 | 1 | 101
CCOc1ccc(CN2CCN(Cc3cnc(-c4ccccc4)s3)CC2CCO)cc1 (stereo unspecified) | 101 | -34 | 9 | 22 | 2.0 | 2 | 0 | 11 | 101 | 2 | 100
CCCCCCCCCCCCCCCCn1cc[n+](C)c1 | 85&107 | 28&40 | -16 | 11 | 0.0 | -1 | 30&31 | 7&11 | u | -2 | 98&103
CN(C[C@H](Cc1ccccc1)N(C[C@@H](Cc1cccc2ccccc12)N(CCc1ccccc1)N=O)N=O)N=O | 89 | -2 | x | 20 | 2.0 | 2 | 11 | 4 | 87 | 0 | 95
O=C(NCCc1ccccc1)C(=O)NN=C1CCCC1 | 102 | 9 | x | 26 | 3.3 | 32 | 10 | 5 | 101 | 0 | 102
COc1ccc(C(=O)CCC(=O)Nc2cccc(Cl)c2)cc1 | 98 | 10 | 11 | 15 | 1.3 | 7 | 7 | 11 | 95 | -1 | 99
O=C(c1ccccc1)c1ccccc1NC(=O)C1CCCN1Cc1ccccc1 (stereo unspecified) | 99 | -1 | 7 | x | x | x | 3 | 8 | u | x | 98
CN1C(=O)NC(NC(=O)c2ccncc2)(C(F)(F)F)C1=O (stereo unspecified) | 103 | 0 | 14 | 61 | 0.5 | 4 | 20 | 9 | 102 | 0 | 100
O=C(NCCCN1CCOCC1)c1ccc(Sc2ccc(F)cc2)c([N+](=O)[O-])c1 | 98 | -11 | -6 | 13 | 0.7 | 2 | 3 | 10 | 99 | -7 | 109
CC1=CC(=O)C(C(C)C)=CC1=NC(=O)c1ccc(C)cc1 | 94 | -18 | -2 | 20 | 0.1 | 0 | 12 | 5 | 96 | -3 | 70
Cc1cccc(NC(=S)NNC(=O)c2ccccc2OC(F)F)c1 | 104 | -152 | x | x | -1.6 | -2 | -68 | 2 | 97 | -4 | 107
COCC(=O)Nc1ccccc1NC(C)=O | 100 | -14 | -16 | 32 | 0.5 | 2 | 10 | 18 | 101 | -2 | 102
COC(=O)N/N=C/c1cc([N+](=O)[O-])cc(Br)c1O | 106 | 5 | -15 | 21 | 0.8 | 14 | 19 | 10 | 103 | -4 | 104
C=CCc1ccc(OCCCOc2ccc(C)cc2OC)c(OC)c1 | 102 | 14 | -5 | 11 | 1.0 | 4 | 34 | 19 | 100 | 0 | 104
CC(Sc1nnnn1-c1ccccc1)C(=O)Nc1ccccc1-c1ccccc1 (stereo unspecified) | 101 | -15 | 6 | 19 | 1.9 | 1 | 9 | 3 | 98 | -23 | 100
